Compound activity (PubChem)
Efflux pump mplx = inhibitors of Candida efflux pumps in yeast, primary screen, S. cerevisiae, Nile Red, multiplex. S. cerevisiae Candida pump triplex. inhibition, % at 10 µM. AID 485275, 2010. 330,000 compounds, 0.44% hits;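 active = plate passing quality check with inhibition over a set limit, or well fluorescence over plate mean plus 4 SD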;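 note: Nile Red retained in pooled yeast measured as flow cytometry median fluorescence; 0% = buffer negative control and 100% = Enniatin B positive control; higher means more Nile Red kept so more efflux inhibition; some compounds called inactive have numbers as strong as hits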
MEX-5 binding = MEX-5 zinc finger RNA-binding disruptors – biochemical, C. elegans, fluorescence polarization, MLPCN library, primary screen. Zinc finger protein mex-5 (Caenorhabditis elegans), Q9XUB2. MEX-5/FITC-TCR2 RNA binding; active compounds read low. activity score (negative = inhibition of binding), % at 10 µM. 300,000 compounds, 0.38% hits. AID 1832, 2009;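 active = inhibition past about -25% in most replicates, and total fluorescence under double the plate's negative control median, limit read from the data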;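 note: 0% = DMSO and -100% = 5 µM competing unlabeled TCR2 RNA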
GLD-1 RNA inh = GLD-1/TGE RNA complex disruptors, primary screen, biochemical, fluorescence polarization; Female germline-specific tumor suppressor gld-1 (Caenorhabditis elegans), Q17339; purified GLD-1 + fluorescein TGE RNA; inhibition, % at 5.96 µM; 320,000 compounds, 0.44% hits;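 active = percent inhibition above a per-plate cutoff, the plate mean of test compounds plus 3 SD, cut at about 30% in these data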;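 note: 0% = DMSO wells with GLD-1 and probe and 100% = wells lacking GLD-1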
Target sequence (Q17339 whole entry, looked up): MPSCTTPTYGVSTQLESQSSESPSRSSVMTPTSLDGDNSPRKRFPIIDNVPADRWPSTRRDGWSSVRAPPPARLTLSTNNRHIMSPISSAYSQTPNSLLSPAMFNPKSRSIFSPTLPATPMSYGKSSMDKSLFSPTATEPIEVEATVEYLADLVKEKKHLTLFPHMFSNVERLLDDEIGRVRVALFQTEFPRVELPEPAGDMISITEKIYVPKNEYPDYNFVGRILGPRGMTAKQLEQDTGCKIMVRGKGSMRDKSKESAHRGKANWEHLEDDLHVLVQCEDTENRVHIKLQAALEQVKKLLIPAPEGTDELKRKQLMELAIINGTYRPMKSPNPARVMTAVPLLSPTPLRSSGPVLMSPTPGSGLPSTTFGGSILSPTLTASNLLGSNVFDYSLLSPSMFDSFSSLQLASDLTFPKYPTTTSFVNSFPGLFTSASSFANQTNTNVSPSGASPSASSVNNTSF
EBNA-1 inh = EBNA-1 DNA-binding inhibitors, primary screen, biochemical, fluorescence polarization; inhibition, % at 14.8 µM; 300,000 compounds, 0.34% hits; AID 1950, 2009; in the data active = inhibition above about 28%
MCL1-BIM inh = inhibitors of MCL1 binding to BIM-BH3, primary screen, biochemical, fluorescence polarization. Induced myeloid leukemia cell differentiation protein Mcl-1 (Homo sapiens), Q07820. GST-MCL1 / FITC-Bim-BH3 fluorescence polarization. inhibition, % at 10.9 µM. 320,000 compounds, 0.68% hits;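 active = inhibition above the mean inhibition of all tested compounds plus 3 SD, set per campaign, cut at about 40% in these data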;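 note: 0% = DMSO wells and 100% = unlabeled Bim-BH3 peptide control; higher means more loss of mP so more displacement of Bim peptide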
Target sequence (Q07820 whole entry, looked up): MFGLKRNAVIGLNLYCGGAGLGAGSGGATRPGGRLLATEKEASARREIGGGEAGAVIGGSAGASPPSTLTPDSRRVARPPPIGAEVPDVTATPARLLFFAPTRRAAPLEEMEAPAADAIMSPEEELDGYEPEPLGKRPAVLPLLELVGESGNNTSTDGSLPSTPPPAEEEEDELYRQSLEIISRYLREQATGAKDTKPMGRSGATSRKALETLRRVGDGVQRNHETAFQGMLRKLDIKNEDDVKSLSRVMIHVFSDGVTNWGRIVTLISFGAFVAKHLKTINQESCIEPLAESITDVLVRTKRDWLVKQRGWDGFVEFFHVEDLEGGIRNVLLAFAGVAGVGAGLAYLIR
ZTA counter = counter-screen for EBNA-1 inhibitors: inhibitors of Epstein-Barr virus ZTA. P03206. ZTA-DNA binding, fluorescence polarization. inhibition, % at 11 µM. 320,000 compounds, 0.15% hits; in the data active = inhibition above about 33%
Target sequence (P03206 whole entry, looked up): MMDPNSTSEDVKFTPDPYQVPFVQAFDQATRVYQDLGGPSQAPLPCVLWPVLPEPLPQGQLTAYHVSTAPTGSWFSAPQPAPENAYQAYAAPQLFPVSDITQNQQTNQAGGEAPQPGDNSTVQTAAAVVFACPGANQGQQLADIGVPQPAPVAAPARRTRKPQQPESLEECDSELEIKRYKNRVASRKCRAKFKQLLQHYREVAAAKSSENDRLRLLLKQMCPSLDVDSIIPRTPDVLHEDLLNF
Bcl-xL primary = inhibitors of human Bcl-xL, primary screen, biochemical, fluorescence polarization, HTS; Bcl-2-like protein 1 (Homo sapiens), Q07817; GST-Bcl-xL / FITC-Bim BH3 peptide fluorescence polarization; inhibition, % at 10.9 µM; 320,000 compounds, 0.7% hits; AID 2129, 2009;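 active = inhibition above the mean of all tested compounds plus 3 SD, cutoff set per campaign, cut at about 30% in these data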;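 note: 0% = DMSO wells and 100% = unlabeled Bim-BH3 peptide competitor; inhibitors lower millipolarization by displacing the labeled peptide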
Fam108B counter = mouse Fam108B serine hydrolase inhibitors, primary screen, counter-screen for RBBP9 inhibitor project, biochemical, fluorescence polarization; recombinant Fam108B, FP-Rh probe fluorescence polarization; 300,000 compounds, 0.33% hits; AID 1947, 2009; inhibition, % at 9.51 µM;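 active = inhibition above the screen mean inhibition plus 3 SD, computed separately per campaign, cut at about 18% in these data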;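 note: inhibitors lower polarization as less probe binds the enzyme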
Yeast superoxide = reduction of superoxide in aged yeast, primary screen, HTS; S. cerevisiae aged cells, superoxide DHE fluorescence; active compounds read low; superoxide response (% of plate mean), % at 10 µM; 330,000 compounds, 0.18% hits; AID 2690, 2010;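 active = superoxide response under a set limit, about three screen SD below normal, cut at about 65% in these data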;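 note: yeast aged for seven days with compound at 30 °C before DHE staining; 100% = average MFI of all compound-treated wells on the plate with controls excluded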
* hit, by the source's call; / = no result given.

The opening 8 entries, to show the layout:
SMILES | Efflux pump mplx | MEX-5 binding | GLD-1 RNA inh | EBNA-1 inh | MCL1-BIM inh | ZTA counter | Bcl-xL primary | Fam108B counter | Yeast superoxide
COc1cccc(NC(=O)CC(=O)c2ccc([N+](=O)[O-])cc2)c1 | 0.1 | -0.3 | -10 | 10 | -5 | -7 | -5 | 6 | 139
COc1ccccc1OCc1ccc(C(=O)N2N=C(C(F)F)CC2(O)C(F)F)o1 (stereo not drawn) | 0.1 | -1.0 | 4 | 2 | 10 | -3 | 4 | 3 | 94
Cc1ccc(CNC(=O)C(=O)NCCC2CCCCN2S(=O)(=O)c2cccs2)cc1 (stereo not drawn) | 0.1 | 2.3 | -9 | -3 | -5 | -8 | -1 | 3 | 102
Cc1cnc(NC(=O)CSc2ncn(-c3ccccc3)n2)s1 | 0.0 | -4.0 | 0 | 0 | 4 | 1 | 4 | 2 | 82
O=C(O)C1CCCCC1C(=O)OCCCCOC(=O)C1CCCCC1C(=O)O (stereo not drawn) | -0.1 | 1.5 | 7 | -2 | -2 | -18 | 0 | 0 | 95
C=CCOc1ccccc1CN1CCC(CO)(CCOc2ccccc2)CC1 | -0.2 | 0.2 | 4 | 3 | 2 | 7 | 4 | -6 | 97
C/C(=N\Nc1ccc(C(=O)O)cc1)c1nc2ccccc2n1C | -4.3 | -0.5 | 11 | 0 | -2 | -8 | 7 | 0 | 104
OC(COc1c(Cl)cc(Cl)cc1Cl)CN1CCCCC1 (stereo not drawn) | -0.1 | -0.2 | -1 | 15 | 8 | 7 | 5 | 3 | 104

The listing, from the first entry:
SMILES | Efflux pump mplx | MEX-5 binding | GLD-1 RNA inh | EBNA-1 inh | MCL1-BIM inh | ZTA counter | Bcl-xL primary | Fam108B counter | Yeast superoxide
COc1cccc(NC(=O)CC(=O)c2ccc([N+](=O)[O-])cc2)c1 | 0.1 | -0.3 | -10 | 10 | -5 | -7 | -5 | 6 | 139
COc1ccccc1OCc1ccc(C(=O)N2N=C(C(F)F)CC2(O)C(F)F)o1 (stereo not drawn) | 0.1 | -1.0 | 4 | 2 | 10 | -3 | 4 | 3 | 94
Cc1ccc(CNC(=O)C(=O)NCCC2CCCCN2S(=O)(=O)c2cccs2)cc1 (stereo not drawn) | 0.1 | 2.3 | -9 | -3 | -5 | -8 | -1 | 3 | 102
Cc1cnc(NC(=O)CSc2ncn(-c3ccccc3)n2)s1 | 0.0 | -4.0 | 0 | 0 | 4 | 1 | 4 | 2 | 82
O=C(O)C1CCCCC1C(=O)OCCCCOC(=O)C1CCCCC1C(=O)O (stereo not drawn) | -0.1 | 1.5 | 7 | -2 | -2 | -18 | 0 | 0 | 95
C=CCOc1ccccc1CN1CCC(CO)(CCOc2ccccc2)CC1 | -0.2 | 0.2 | 4 | 3 | 2 | 7 | 4 | -6 | 97
C/C(=N\Nc1ccc(C(=O)O)cc1)c1nc2ccccc2n1C | -4.3 | -0.5 | 11 | 0 | -2 | -8 | 7 | 0 | 104
OC(COc1c(Cl)cc(Cl)cc1Cl)CN1CCCCC1 (stereo not drawn) | -0.1 | -0.2 | -1 | 15 | 8 | 7 | 5 | 3 | 104
Cc1cccc(-c2ccc3ncnc(NCc4cccnc4)c3c2)c1 | -0.1 | / | -1 | / | 6 | -19 | 4 | / | 106
CCc1ccc(C2CC(c3ccco3)=NN2S(C)(=O)=O)cc1 (stereo not drawn) | 0.6 | -1.4 | 2 | 3 | 3 | -4 | 6 | -2 | 101
O=C(Nc1ccc2c(c1)C(=O)N(C1CCCCC1)C2=O)C1CCCO1 (stereo not drawn) | -0.1 | -0.9 | -1 | -8 | 0 | -7 | -1 | 0 | 86
COCCN1CCN(Cc2cn(C)nc2-c2cccc(Cl)c2)CC1 | 0.3 | -2.1 | -3 | -14 | -6 | 6 | -6 | -4 | 88
CC(C)(C)OCC1CO1 (stereo not drawn) | 0.0 | / | 5 | / | -2 | -14 | 6 | / | 109
O=C(NC(=S)Nc1ccc(CN2CCOCC2)cc1)c1cccc([N+](=O)[O-])c1 | 0.2 | -2.3 | 0 | 10 | 8 | 16 | 8 | 5 | 95
CCOC(=O)CC1CCCCN1C(=O)CCCn1nnnc1CN1CCC(C)CC1 (stereo not drawn) | 0.4 | -0.6 | 1 | -3 | -2 | 1 | 5 | 4 | 108
CNC(=O)CCC(=O)Nc1ccc(C(=O)OC)cc1 | -0.1 | -1.7 | 3 | -5 | 6 | 1 | 5 | 4 | 89
Cc1cnc(NC(=O)CN2CCN(c3ccccn3)CC2)s1 | 0.1 | 1.3 | -12 | -4 | -5 | -2 | 3 | 0 | 114
c1ccc(SCCCCN2CCOCC2)cc1 | -0.1 | 0.5 | -2 | -3 | 18 | -12 | 3 | 5 | 98
CCCC(=Nc1ccccc1OC)C1=C(O)CC(c2ccccc2)CC1=O (stereo not drawn) | -0.2 | 2.1 | 7 | 3 | 10 | 7 | 4 | 3 | 100
CCNC(=S)NNC(=O)c1csc2c1CCCC2 | -0.2 | 0.5 | 4 | 3 | 2 | 0 | 1 | -2 | 58*
CN(C)c1cccc(C(=O)NNC(=S)NC2CCCC2)c1 | -0.1 | 1.0 | -6 | -13 | 9 | 3 | 5 | -2 | 112
COc1cc(-c2cc(C(=O)Nc3cccc(S(=O)(=O)N(C)C)c3)c3ccccc3n2)cc(OC)c1OC | -0.2 | 1.2 | 6 | 2 | 2 | -10 | 0 | -18 | 109
COc1cc(/C=C(/C(=O)O)c2ccc(-c3ccccc3)cc2)cc(OC)c1OC | -0.1 | -1.0 | -1 | 5 | -12 | -5 | 2 | 2 | 112
COC(=O)C(NC(C)=O)(Nc1nc2c(C)cc(C)cc2s1)C(F)(F)F (stereo not drawn) | 0.1 | 2.4 | 8 | 2 | -3 | -8 | -1 | -3 | 113
Cc1ccc(S(=O)(=O)NCCn2nc(C)cc2C)cc1 | -0.1 | 0.6 | 1 | 2 | 2 | 2 | 4 | 1 | 126
N#CCn1c(C2CCCCC2)nc2ccccc2c1=O | 0.1 | -2.0 | 1 | -10 | 17 | 5 | 10 | -1 | 109
Cc1ccc2oc(-c3ccc(NC(=O)CC(C)C)cc3)nc2c1 | -0.1 | 0.3 | 3 | 12 | 0 | 1 | -2 | 4 | 88
COc1cccc(C(=O)NCC(=O)N/N=C(\C)Cc2ccccc2)c1 | -0.2 | -0.9 | 2 | 7 | 3 | 5 | 5 | -1 | 108
Cc1ccc(N2C(=O)C3CCC(C)(C2=O)C3(C)C)cc1 (stereo not drawn) | 0.0 | 1.7 | 5 | 4 | 0 | 7 | 2 | -1 | 96
COCC(=O)Nc1cccc(-c2ccc3nncn3n2)c1 | 0.1 | 0.0 | 6 | 9 | 4 | 6 | 5 | -3 | 114
O=C(Cn1[nH]c(=O)c2ccccc2c1=O)Nc1cccc(-c2nnc3n2CCCCC3)c1 | -0.6 | / | -2 | -9 | 5 | 10 | 1 | -1 | 86
COC(=O)c1sccc1NC(=O)CN(C)NS(=O)(=O)c1ccc(Cl)cc1 | 0.0 | 3.3 | 2 | -9 | -8 | 2 | 3 | 1 | 88
Cc1ccc(S(=O)(=O)CC(=O)NC2CC2)cc1 | 0.0 | -0.5 | -2 | -1 | -7 | 2 | 5 | 1 | 100
CCN(c1ccccc1)S(=O)(=O)c1ccc(C(=O)Nc2ncccc2O)cc1 | 0.0 | 0.0 | 5 | 11 | 5 | 1 | 2 | 0 | 102
N#CC(C#SN)=C1CCCCC1 | 0.0 | -0.9 | 22 | 15 | 17 | -12 | 19 | -1 | 94
CCOc1[nH]n(-c2ccccc2)c(=O)c1C=Nc1ccc(OC)cc1 | 0.1 | 0.5 | 5 | -3 | -2 | 2 | 2 | 2 | 84
O=C(O)c1cc(N2C(=O)CCC2=O)ccc1NCc1cccnc1 | -0.2 | -2.7 | 0 | 4 | 10 | 11 | 11 | -2 | 108
CC1(C)Cc2noc(N)c2C(C)(C)N1OC(=O)c1scc2c1OCCO2 | 0.1 | -1.4 | -5 | -3 | 4 | -2 | 3 | 0 | 118
O=C(NCc1cccnc1)c1cccc(C(F)(F)F)c1 | 0.3 | -0.7 | 5 | 3 | 7 | -7 | 3 | 2 | 94
O=C(Nc1cccc(-c2cccc(F)c2)c1)C1CCN(C2CCOCC2)CC1 | 0.0 | -0.3 | 2 | -6 | 0 | 11 | 0 | 1 | 93
CCCC(=O)Nc1nc(-c2ccc3c(c2)CCN3S(C)(=O)=O)cs1 | 0.0 | 2.2 | 2 | -2 | 6 | -17 | 5 | 1 | 104
O=C(OCc1ccc([N+](=O)[O-])cc1)c1ccc2ccccc2n1 | 0.1 | 3.0 | 1 | 1 | 0 | -17 | -1 | -2 | 91
CN1CCN(C2=C(Cl)C(=O)N(c3cccc(Cl)c3)C2=O)CC1 | 0.1 | -4.2 | 11 | -1 | 25 | -6 | 20 | 6 | 86
CCSC1=C(C#N)C(c2ccccc2OC)CC(=O)N1 (stereo not drawn) | -0.2 | 0.0 | 2 | 12 | -4 | -3 | 4 | -1 | 96
CN(C)/C=C1/N=C(c2ccccc2)OC1=O | 0.1 | 0.9 | 6 | -2 | 5 | 17 | 2 | 3 | 93
CC(C)[C@H](NS(=O)(=O)c1ccc2c(c1)OCCO2)C(=O)OCC(=O)Nc1cc(Cl)ccc1Cl | 0.0 | -1.5 | 6 | 4 | 3 | -11 | 4 | -7 | 107
Cc1cc(C)c(NC(=O)COC(=O)C2CCCCC2)c(C)c1 | 0.4 | / | 0 | / | -4 | 5 | 2 | / | 102
CCOC(=O)c1ccc(CNCc2ccc(Br)cc2)cc1 | 0.0 | -1.9 | 5 | -5 | 4 | -5 | 5 | -2 | 86
S=C(NCc1ccco1)Nc1cc(-c2ccccc2)[nH]n1 | 0.0 | 2.2 | -6 | 6 | -42 | -20 | -40 | -6 | 84
CCCc1nc2ccc(NC(C)=O)cc2c(=O)n1Cc1cccc(Cl)c1 | -0.2 | 3.8 | -2 | 5 | -2 | 2 | 4 | -5 | 92
Cc1ccccc1C(=O)N1CCC(C(=O)O)CC1 | -0.2 | 1.0 | -2 | 8 | -3 | 6 | -3 | 5 | 94
CCOC(=O)N1CC=C2C(C#N)=C(N)C(C#N)(C#N)[C@H](c3ccccc3OCC)[C@H]2C1 | 0.1 | -3.8 | 17 | -9 | 11 | 4 | 15 | -1 | 113
COC(=O)C(C(=O)OC)c1ccc(-n2cccc2)cc1 | -0.3 | -0.9 | 2 | 8 | 7 | 5 | 5 | 4 | 104
O=C(CN1C(=O)S/C(=C\c2ccc(Cl)cc2)C1=O)NCCCn1ccnc1 | 0.1 | -3.0 | -10 | -7 | 9 | -3 | 8 | 11 | 98
